# From PubChem
# A549 viability – kills or reduces viability of A549 cells in Nrf2 counter-screen; Potency, µM (highest dose often 46 µM), for inactives: at the highest dose activity change, negative = cytotoxicity, usual class: inhibitors; 390,000 compounds, 0.16% hits; A549 ARE-Fluc cells, CellTiter-Fluor viability, 18-24 h; further: potency means the concentration at half of the fitted maximal effect; on the % scale 0 is the no-effect control and ±100 the full control effect
#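 A549 ARE_Fluc cells in 5% FBS OPTI-MEM were exposed to compounds in concentration-response for 18-24 h at 37 deg C. Viability was read by CellTiter-Fluor fluorescence (Ex 405/Em 525) after 30 min, before the luciferase read.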
# TGFb SMAD3 inh – inhibitors of TGF-b signaling | HepG2 CAGA-GFP TGF-b/SMAD3 reporter, GFP fluorescence, 18 h; TGF-beta stimulated, 500 pg/mL final | Potency, µM (series often up to 46.1 µM), inactives show at the highest dose activity, negative = inhibition, most hits filed as inhibitors | 410,000 compounds, 1.2% hits | AID 588855; further: potency means the concentration at half of the fitted maximal effect; on the % scale 0 is the no-effect control and ±100 the full control effect; nearly all actives have a fitted effect of over 65% in size
#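 Inhibition was scored as loss of TGF-beta-induced (500 pg/mL final, 18 hours, 37 degrees C) GFP in HEPG2 cells carrying a CAGA-GFP reporter, in DMEM with 1% FBS. Well GFP was summed per cell; Activity was normalised to unstimulated and stimulated DMSO wells, then concentration-response fitting.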
# MCF10A rerep – induces DNA re-replication in MCF 10a normal breast cells; 350,000 compounds, 2.9% hits; MCF 10A DNA re-replication, Hoechst nuclear intensity, 48 h; Potency, µM (highest dose often 46.1 µM), without a hit: at the highest dose activity, positive = re-replication, usual class: activators; further: potency means the concentration at half of the fitted maximal effect; % of control where 0% means no effect; nearly all actives have a fitted effect of over 50% in size
# HepG2 tox – HepG2 cytotoxicity, counter-screen for TGF-b inhibitors. 410,000 compounds, 0.76% hits. AID 588856. Potency, µM (doses to about 46.1 µM), for the others: at the top dose activity change, negative = cytotoxicity, usual class: cytotoxic. HepG2 CAGA-GFP viability, ATP luminescence, 18 h; further: potency means the concentration at half of the fitted maximal effect; some results filed as inactive show a strong effect at the top dose
#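 CellTiter-Glo luminescence gave cytotoxicity after 18 hours at 37 degrees C. The cells were HepG2 CAGA-GFP in 1% FBS DMEM, stimulated with 500 pg/mL TGF-beta after compound addition. %Activity was normalised to no-cell wells (complete cell-killing) and DMSO (no toxicity), and curves were fitted and classified.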
# ATXN2 expr inh – reduces ATXN2 reporter expression in HEK-293 cells; HEK-293 ATXN2-luciferase reporter, luminescence, 24 h; Potency, µM (doses to about 57 µM), without a hit: top-dose activity change, negative = inhibition, actives largely listed as inhibitors; 360,000 compounds, 0.72% hits; AID 1745845; further: potency means the concentration at half of the fitted maximal effect; on the % scale 0 is the no-effect control and ±100 the full control effect; nearly all actives have a fitted effect of over 55% in size
#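 qHTS (up to 57 uM final) was run with 24 h compound exposure of reporter cells at 37 °C. Each well was multiplexed: SteadyGlo luminescence measured ATXN2-luciferase expression after a fluorogenic Gly-Phe-AFC viability readout (25 uM final).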
# Nrf2 inh – Nrf2 pathway inhibition. A549 ARE-Fluc reporter, luciferase luminescence, 18-24 h. Potency, µM (top dose mostly 46 µM), for the others: at the highest dose activity change, negative = inhibition, hits mostly inhibitors. 360,000 compounds, 2.1% hits; further: potency means the concentration at half of the fitted maximal effect; on the % scale 0 is the no-effect control and ±100 the full control effect; nearly all actives have a fitted effect of over 60% in size
#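 Cells were seeded and rested 2 h, then exposed to compounds for 18-24 h. CellTiter-Fluor was read first as a viability measure. BugLite was added 15 min before the final luminescent read of ARE-luciferase activity in A549 cells.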
# Nrf2 activator – Nrf2 pathway activation | AID 624171 | AREc32 ARE-luciferase reporter (MCF7-derived line), luminescence, 24 h | Potency, µM (top dose mostly 46.1 µM), for inactives: at the top dose activation, actives largely listed as activators | 410,000 compounds, 0.31% hits; further: potency means the concentration at half of the fitted maximal effect; % of control where 0% means no effect; nearly all actives have a fitted effect of over 65% in size
#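 AREc32_Fluc, 1000 cells/well, OPTI-MEM + 5% FBS, o/n 37 deg C 5% CO2; 23 nL cpd by pin tool, 24 hr; Steady-Glo 30 min RT, luminescence.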
# ATXN viability – viability counter-screen for ATXN expression inhibitors. S2 cells (HEK-293 line with an ATXN2-luciferase reporter) viability, CellTiter-Fluor protease fluorescence, 24 h. Potency, µM (titrated, usually from 56.7 µM), hits mostly cytotoxic. 400,000 compounds, 0.49% hits; further: potency means the concentration at half of the fitted maximal effect; nearly all actives have a fitted effect of over 40% in size
# IL1B secr inh – blocks inflammasome-driven IL-1 beta release; THP-1 LPS/ATP IL-1B secretion, AlphaLISA, 16 h; active compounds read low; AID 743279; 360,000 compounds, 4.7% hits; activity change, % at 57.5 µM; in the data active means activity change below about -50%; inconclusive means mostly about -30% to -49%; further: on the % scale 0 is the no-effect control and ±100 the full control effect
#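 Secreted IL-1B measured by AlphaLISA bead assay after 16 h compound exposure of THP-1 cells; compounds (final up to 57.5 uM) added 1 h before LPS (250 ng/mL) and ATP (1.25 mM) stimulation; lower signal means less secretion.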
# * = called active by the depositor; i = inactive; ? = inconclusive; · = no result given; [ ] = another dose, or the depositor's remark. Unless noted, the call rests on the fitted dose curve; in most records, active means well fitted curve in the direction sought with a large enough effect; inconclusive means small, poorly fitted or top-dose-only effect, or another doubt; inactive means no such curve, though single readings can be large; an effect the other way counts as inactive or inconclusive.
SMILES,A549 viability,TGFb SMAD3 inh,MCF10A rerep,HepG2 tox,ATXN2 expr inh,Nrf2 inh,Nrf2 activator,ATXN viability,IL1B secr inh
Cn1cc(S(=O)(=O)N2CCCC2)cc1C(=O)N1CCN(c2ccccc2)CC1,-1%,-1%,?,-9%,3%,1%,-0.7%,i,-3
N#CCCN(C(=O)Nc1ccc(Cl)c(Cl)c1)C1CCCCC1,·,-5%,·,-23%,·,·,2.2%,i,-24
Cc1ccc(OCCC(=O)N(Cc2ccccc2)c2c(N)n(Cc3ccccc3)c(=O)[nH]c2=O)cc1,-4%,-17%,?,-26%,-1%,?,0.2%,i,-8
N#CC(C#N)=C1C=CC=CN1/C(=C\c1ccco1)C(=O)c1ccccc1,-21%,2.2µM*,2.6µM*,4µM*,?,-5%,-3.0%,?,-98*
COc1ccc(C(=O)Oc2cc(C)[nH]c(=O)c2[N+](=O)[O-])cc1,-3%,-5%,0%,-13%,-3%,-9%,-0.8%,i,-2
COc1ccc(-c2nc(CS(=O)(=O)CC(=O)NCCc3cc(OC)ccc3OC)c(C)o2)cc1,1%,-1%,8%,-16%,-12%,?,0.4%,i,7
O=C(COC(=O)CNC(=O)c1ccc(Cl)cc1Cl)NCc1ccco1,0%,3%,2%,0%,8%,1%,-0.6%,i,6
CCC12CCC3c4ccc(O)cc4CCC3C1CC(O)C2O (stereo not given),3%,-9%,18µM*,-34%,-13%,-21%,2.0%,i,0
Cc1cc(C)nc(SCc2ccc(C(=O)NNC(=O)Nc3cccc(Cl)c3)cc2)n1,?,?,?,-72%,?,9.2µM*,-3.5%,?,-100*
Cc1ccc(C)c2sc(N3CCN(C(=O)c4ccco4)CC3)nc12,-19%,10µM*,·,-52%,?,·,0.4%,i,·
COC(=O)N=Nc1c(O)[nH]c2ccc(Br)cc12,-1%,7%,4%,10%,-25%,6%,6.5%,i,19
CS(=O)(=O)c1ccc2nc(NC(=O)Oc3ccccc3)sc2c1,-1%,7%,-2%,-22%,-29%,18%,1.3%,i,21
O=C(c1ccc(CNS(=O)(=O)c2ccc(F)cc2)cc1)N1CCCCCC1,·,-13%,·,-3%,·,·,4.2%,?,20
CCS(=O)(=O)N1CCc2cc(C(=O)Nc3cc(C)cc(C)c3)ccc21,9%,6%,·,-21%,-18%,-20%,1.1%,i,·
O=C1Nc2ccccc2N(O)N1c1ccc(Cl)cc1,-5%,12%,?,-11%,·,-1%,-0.2%,i,0
COc1ccccc1S(=O)(=O)N(C)C[C@H]1Oc2cc(C#CCC3CCCC3)ccc2S(=O)(=O)N([C@H](C)CO)C[C@H]1C,·,?,·,-34%,?,·,0.0%,?,-9
COc1ccc2c(c1)CC/C2=N\OC(=O)c1ccccc1C,-8%,21%,-43%[inhibitor],0%,53%[activator],1%,6.2%,i,-21
COc1cccc(NC(=O)Cn2c3ccc(F)cc3c3nc4n(c(=O)c32)CCS4)c1,-13%,-18%,?,-34%,-14%,1%,-0.5%,?,11
O=C1CS/C(=N\C(=O)N2c3ccccc3Sc3ccccc32)N1,·,-15%,21%,-8%,1%,-17%,0.1%,i,19
COCCn1c(SCC(=O)Nc2ccccc2)nc2c(oc3ccccc32)c1=O,-14%,-27%,-1%,4%,·,?,-0.1%,?,-16
COc1ccc(N2C[C@H](Cc3ccccc3)[C@@H](CC(=O)Nc3ccccc3)C2=O)cc1,·,3%,·,-10%,-6%,·,-1.1%,i,-6
CCN(CC(=O)Nc1c(F)cccc1F)C(=O)CNC(=O)c1ccco1,-1%,8%,-2%,12%,7%,7%,-0.5%,i,3
Cc1ccc(C(=O)NNC(=O)c2ccc(NC(=O)C(C)(C)C)cc2)cc1,-6%,-17%,1%,-11%,14%,-8%,2.5%,i,-6
CC(=O)c1cccc(NC(=O)CSc2nc(=O)n(CCN3CCOCC3)c3c2CCCC3)c1,4%,-3%,14%,-2%,11%,-6%,0.6%,i,?
NCCSc1c(-c2ccccc2)[nH]c2ccccc12,13%,-15%,29%,-31%,-20%,2%,0.2%,i,-21
CCCCCCCC(=O)N/N=C/c1ccc(Br)cc1,?,-11%,7.3µM*,-33%,10%,?,1.8%,i,-9
CC1CN(C(=S)NC(=O)c2ccc(Cl)cc2)CC(C)O1 (stereo not given),5%,-30%,9%,-14%,1%,-19%,2.3%,i,-13
NC(=NCCc1ccc(Cl)cc1)NS(=O)(=O)c1ccc(F)cc1,-5%,-2%,-11%,-11%,2%,-5%,4.8%,i,8
O=C(NCc1cccnc1)C(=O)Nc1ccc2c(c1)OCO2,3%,1%,0%,-15%,10%,?,2.7%,i,21
COc1ccc(C(=O)N=C2CCC(C#N)=C3c4cc(OC)c(OC)cc4CCN23)cc1,-1%,-3%,?,2%,-7%,-14%,4.3%,i,-16
CCc1c(C)nc2[nH]nc(-c3ccccc3C)n2c1=O,3%,2%,-8%,-35%,1%,·,7.6%,i,-15
COc1cc(C(=O)NCC(=O)Nc2c(C)cccc2C)ccc1OCC(=O)N1CCOCC1,1%,0%,-4%,-22%,7%,-9%,-0.4%,i,15
CCC12CC3CC(C1)CC(C(=O)O)(C3)C2,-3%,-2%,14%,5%,2%,-21%,-0.2%,i,8
NNC(=O)c1ccccc1OCc1ccccc1,12%,10%,7%,-9%,·,5%,8.2%,i,0
COc1ccc2nc(C)cc(NCc3ccc(F)cc3)c2c1,1%,5%,18µM*,-35%,?,-1%,7.9%,i,-79*
Cc1onc(-c2ccccc2Cl)c1C(=O)Nc1cccc(-c2nc3ncccn3c2C)c1,1%,?,?,-8%,1%,-1%,0.1%,i,0

# Some entries already given, limited to Nrf2 activator:
compound,Nrf2 activator
COc1ccc(C(=O)N=C2CCC(C#N)=C3c4cc(OC)c(OC)cc4CCN23)cc1,4.3%
COc1ccc2nc(C)cc(NCc3ccc(F)cc3)c2c1,7.9%
Cc1onc(-c2ccccc2Cl)c1C(=O)Nc1cccc(-c2nc3ncccn3c2C)c1,0.1%
COc1cc(C(=O)NCC(=O)Nc2c(C)cccc2C)ccc1OCC(=O)N1CCOCC1,-0.4%
CCc1c(C)nc2[nH]nc(-c3ccccc3C)n2c1=O,7.6%

# Later entries
SMILES,A549 viability,TGFb SMAD3 inh,MCF10A rerep,HepG2 tox,ATXN2 expr inh,Nrf2 inh,Nrf2 activator,ATXN viability,IL1B secr inh
CCc1ccc(N2C(=O)CC(NNc3nc4ccccc4s3)C2=O)cc1 (stereo not given),-11%,-9%,13%,-18%,-7%,-26%,2.2%,?,20
CCCCN(CC)C(=O)CSc1nc2n[nH]c(C)c2c(=N)n1-c1cccc(OC)c1,-19%,4.5µM*,·,-30%,·,·,0.0%,·,·
Cc1cc(C)nc(SCCC(=O)Nc2ccccc2)n1,-1%,6%,2%,-7%,4%,-17%,0.8%,i,-17
COc1ccc2oc(C(=O)NNC(=O)c3ccc(F)cc3)c(C)c2c1,1%,4%,13%,2%,18%,25%,3.2%,i,-12
Cc1csc(CN(C)C(=O)CC2C(=O)NCCN2Cc2ccccc2C)n1 (stereo not given),·,9%,·,1%,·,·,-0.7%,i,8
COc1ccc(CNc2nc3ccc(C)cc3s2)c(OC)c1OC,1%,-24%,-2%,-6%,-15%,11%,3.3%,i,-5
CCOC(=O)c1c(C)[nH]c(C)c1C(=O)COC(=O)C1CCCN1S(=O)(=O)c1ccccc1F (stereo not given),0%,-9%,18%,-19%,3%,-10%,0.4%,i,27
O=C1CCCN1C(=O)CCC(=O)N1CCCC1=O,1%,15%,-10%,0%,-6%,15%,-0.2%,?,-4
CN(CC(=O)NCc1ccc(F)cc1)S(=O)(=O)c1ccc2c(c1)n(C)c(=O)c(=O)n2C,-2%,-7%,1%,4%,12%,5%,0.3%,i,10
CC(C)[C@H](NC(=O)[C@@H]1CSC2c3ccccc3C(=O)N21)C(=O)NC1CCCCC1 (stereo not given in full),2%,-5%,2%,7%,2%,-11%,0.1%,i,30
O=C(CCC(=O)c1cccs1)NCc1cccnc1,-6%,18%,2%,1%,11%,26%,0.0%,i,32

# Grouped by structure, those above with a cyano group.
SMILES,A549 viability,TGFb SMAD3 inh,MCF10A rerep,HepG2 tox,ATXN2 expr inh,Nrf2 inh,Nrf2 activator,ATXN viability,IL1B secr inh
N#CCCN(C(=O)Nc1ccc(Cl)c(Cl)c1)C1CCCCC1,·,-5%,·,-23%,·,·,2.2%,i,-24
N#CC(C#N)=C1C=CC=CN1/C(=C\c1ccco1)C(=O)c1ccccc1,-21%,2.2µM*,2.6µM*,4µM*,?,-5%,-3.0%,?,-98*
COc1ccc(C(=O)N=C2CCC(C#N)=C3c4cc(OC)c(OC)cc4CCN23)cc1,-1%,-3%,?,2%,-7%,-14%,4.3%,i,-16
